Bioassay records: PubChem, several laboratories
ERb SRC1 inh = blocks coactivator binding to human estrogen receptor beta | TR-FRET ER-beta LBD / SRC1-Cy5 peptide binding; receptor agonist-loaded with 1 µM estradiol | inhibition, % at 25.6 µM | 86,000 compounds, 1.3% hits | AID 633;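 active = compounds whose percent inhibition of the receptor-coactivator binding signal exceeds about 50% in the single-dose screen, limit read from the data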;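 also: 0% = receptor plus peptide wells without compound and 100% = peptide-only wells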
HUVEC tox TNFa = HUVEC cytotoxicity counter-screen, TNF alpha stimulated; cell count reduction, % at 2 µM; AID 848; HUVEC TNFalpha-stimulated, Hoechst cell count, imaging; 93,000 compounds, 0.17% hits;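 active = cell count reduction exceeding the screen mean by over 5 SD, scaled to untreated wells per plate, cut at about 78% in these data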;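 also: cells counted after 24 h of TNF alpha exposure following the 1 h pretreatment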
sEH inh = soluble epoxide hydrolase (human) inhibition; recombinant human sEH enzymatic activity assay; inhibition, % at 2 µM; 91,000 compounds, 0.34% hits; AID 707; in the data active = inhibition above about 80%; also: values of inactives mirror those of a sister screen read the other way; many of its hits are not listed in these tables
Target sequence (P34913 whole entry, looked up): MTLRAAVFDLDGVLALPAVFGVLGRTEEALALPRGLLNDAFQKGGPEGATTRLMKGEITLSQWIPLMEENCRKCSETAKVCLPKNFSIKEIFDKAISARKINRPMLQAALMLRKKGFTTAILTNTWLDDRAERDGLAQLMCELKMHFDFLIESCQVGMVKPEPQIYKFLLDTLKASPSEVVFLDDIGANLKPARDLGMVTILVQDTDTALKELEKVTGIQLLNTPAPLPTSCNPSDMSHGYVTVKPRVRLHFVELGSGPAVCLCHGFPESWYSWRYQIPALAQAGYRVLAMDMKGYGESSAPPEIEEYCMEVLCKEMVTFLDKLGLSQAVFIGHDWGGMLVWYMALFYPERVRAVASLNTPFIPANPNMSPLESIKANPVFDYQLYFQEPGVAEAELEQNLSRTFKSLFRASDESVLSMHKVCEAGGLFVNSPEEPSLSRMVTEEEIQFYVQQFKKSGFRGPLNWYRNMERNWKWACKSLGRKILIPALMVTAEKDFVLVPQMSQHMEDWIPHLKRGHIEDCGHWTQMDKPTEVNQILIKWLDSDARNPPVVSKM
Calb biofilm kill = kills Candida albicans biofilms. C. albicans biofilm + clotrimazole, Alamar Blue. AID 834. inhibition, % at 6 µM. 85,000 compounds, 0.14% hits;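 active = inhibition above 20%; inactive = inhibition below 20%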;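 also: preformed 24 hr biofilms exposed to compound for 48 hr; 0% = biofilm without compound and 100% = blank killed by clotrimazole plus chlorhexidine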
IL1B cytotox = toxic to HUVEC cells under IL-1B stimulation; HUVEC cell count loss, Hoechst imaging, IL-1B stimulated; cell count reduction, % at 2 µM; 94,000 compounds, 0.41% hits;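 active = cell count reduction more than 3 SD above the screen-wide mean, cut at about 70% in these data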;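 also: normalized per plate to untreated control cells as the no-loss baseline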
F-actin modifier = alters cytoskeleton assembly in HUVEC cells. HUVEC TNFa F-actin phalloidin imaging, high content. AID 836. 91,000 compounds, 0.18% hits. inhibition, % at 2 µM;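 active = inhibition above the batch mean plus 3 SD and confirmed as a hit by visual image inspection, cut at about 30% in these data, passing the limit was not always enough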; also: strong numbers were not always called active
Smad3 inh = Smad3 (human) transcription factor binding inhibition | P84022 | TR-FRET Smad3/Dy647-FoxH1 peptide binding, europium anti-His | inhibition, % at 25 µM | 88,000 compounds, 0.29% hits | AID 630;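 active = compounds that reduce the energy-transfer binding signal between the protein and its labelled peptide by more than half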;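 also: 0% = Smad3 plus labelled peptide maximal FRET and 100% = peptide-only background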
Target sequence (P84022 whole entry, looked up): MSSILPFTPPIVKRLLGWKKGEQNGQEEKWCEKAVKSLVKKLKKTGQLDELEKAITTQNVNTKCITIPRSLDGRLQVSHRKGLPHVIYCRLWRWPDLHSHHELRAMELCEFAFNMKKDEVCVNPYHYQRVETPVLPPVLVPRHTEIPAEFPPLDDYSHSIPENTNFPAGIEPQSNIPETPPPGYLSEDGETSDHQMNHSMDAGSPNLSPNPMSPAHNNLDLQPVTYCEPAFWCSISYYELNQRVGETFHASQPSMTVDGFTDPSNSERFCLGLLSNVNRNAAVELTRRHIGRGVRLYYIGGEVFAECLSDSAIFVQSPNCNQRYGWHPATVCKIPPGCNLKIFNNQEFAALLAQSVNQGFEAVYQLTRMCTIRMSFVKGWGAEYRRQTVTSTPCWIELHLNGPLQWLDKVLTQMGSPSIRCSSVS
sEH act = activators of human soluble epoxide hydrolase; 91,000 compounds, 0.04% hits; P34913; activation, % at 2 µM; purified human sEH enzymatic activity, activator screen; in the data active = activation above about 37%; also: values of inactives mirror those of a sister screen read the other way
VCAM1 TNFa inh = reduces TNF alpha induced VCAM1 expression in HUVEC; HUVEC TNFa-induced VCAM-1 immunofluorescence, high-content imaging; inhibition, % at 2 µM; 95,000 compounds, 0.48% hits; AID 802;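 active = inhibition above the batch mean plus 3 SD, with images confirmed as a hit by eye, cut at about 37% in these data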;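 also: 0% = TNF-stimulated DMSO wells and 100% = unstimulated control wells; not every result past the cut was called active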
* = called active by the depositor; · = no result given; [ ] = dose if it differs, or a comment.

SMILES	ERb SRC1 inh	HUVEC tox TNFa	sEH inh	Calb biofilm kill	IL1B cytotox	F-actin modifier	Smad3 inh	sEH act	VCAM1 TNFa inh
CCN(C(=O)Cc1c(C(=O)O)[nH]c2ccccc12)c1cc(OC)ccc1OC	·	-11	1	·	11	-1	·	2	10
O=C(Nc1ccccc1-c1nc2ccccc2s1)c1ccc(Br)o1	21	-1	-5	5	2	3	-2[fluorescence artefact?]	6	-6
COc1ccc(-c2nnc(SCC(=O)Nc3ncc(C)s3)n2-c2ccccc2)cc1OC	1	0	5	-4	8	2	12	-3	-1
CCOC(=O)N1CCN(CC(=O)c2ccc3c(c2)CCN3)CC1	1	-21	6	1	-40	·	7	-5	2
CCc1ccccc1NC(=O)CN1C(=O)C2CCCN2c2ncc(Cl)cc21 (stereo unspecified)	·	-24	-6	·	-23	·	·	8	-1
O=c1[nH]c2cc3c(cc2cc1CN(CCCO)Cc1nnnn1Cc1ccc(F)cc1)OCO3	·	-20	-9	·	-6	5	·	8	1
COc1ccc(CCNC(=O)CSc2nnc(CNC(=O)c3ccccc3F)o2)cc1OC	2	-19	8	6	-28	2	1	-6	9
CC(C)CC(NC(=O)OC(C)(C)C)C(=O)NC(C(=O)N1CCCC1C(N)=O)C(C)C (stereo unspecified)	·	-2	8	·	-21	-14	·	-5	17
Cc1ccc(Cc2nnc3n(-c4ccccc4)nc(C(=O)c4ccccc4)n3c2=O)cc1	-4[fluorescence artefact?]	7	-4	6	20	-5	1	7	14
COc1ccc(N(CC(=O)N2c3ccccc3CC2C)S(=O)(=O)c2c(C)nn(C)c2C)cc1 (stereo unspecified)	-1	4	0	13	-2	-7	1	-2	8
COc1ccc(/C=N/Nc2ccc([N+](=O)[O-])cc2)cc1Cn1cc([N+](=O)[O-])cn1	12	0	-5	-2	-38	-2	2	4	7
O=C(Nc1cccnc1)c1ccc2c(c1)OCO2	22[fluorescence artefact?]	12	-5	13	22	-6	-3	7	-2
COCc1nn2c(N)c(C#N)cnc2c1-c1ccccc1	-4	-10	0	7	13	-2	-1	4	10
COc1ccc(NC(=O)c2ccccc2NC(=O)NC2CCCCC2)cc1	-4	-13	15	7	-41	-15	18	-12	10
Cc1noc(C)c1C(=O)OCC(=O)c1c[nH]c2ccccc12	-7	-20	·	5	·	8	4	·	16
Cc1ccc(C(C(=O)NC2CCCC2)N(C(=O)CCC(=O)Nc2cc(C)on2)c2ccccc2)cc1 (stereo unspecified)	-6	-8	-2	1	37	-8	-11	7	7
CCN(CC)C(=O)c1scc2c1OCCO2	·	-13	-4	·	-15	-20	·	3	-6
O=C(c1ccccc1F)N1CCN(S(=O)(=O)c2ccc3c(c2)OCCO3)CC1	-6[fluorescence artefact?]	-37	·	5	-3	-10	2	·	10
COc1ccccc1NC(=O)CN1CCN(c2ccccc2F)CC1	-11	-22	-8	3	30	7	-5	8	4
CC(Sc1ccc(Cl)cc1)C(=O)NCC1CCCO1 (stereo unspecified)	-2	-25	-14	4	-24	17	-6	12	8
CCCCn1nc2cc(C(=O)NCCc3cccs3)ccc2c1OCC	·	-12	-10	·	-2	-3	·	7	6
COc1ccc2c(c1)CCc1c(C(=O)N3CCc4ccccc4C3)noc1-2	-22[fluorescence artefact?]	-13	10	3	-32	-17	2[fluorescence artefact?]	-12	20
O=C1CN(C(=O)COC(=O)CCSc2ccccc2Cl)c2ccccc2N1	·	-3	-9	·	-15	-21	·	7	14
Cc1ccc(/C=N/Nc2ncc(Cl)cc2Cl)s1	-10	-2	26	8	5	-16	3	-24	-18
CCC(Sc1nc2ccccc2s1)C(=O)Nc1cc(C)on1 (stereo unspecified)	-9	-16	8	3	17	-2	-1	-8	20

Further entries.
SMILES	ERb SRC1 inh	HUVEC tox TNFa	sEH inh	Calb biofilm kill	IL1B cytotox	F-actin modifier	Smad3 inh	sEH act	VCAM1 TNFa inh
OCc1cn(-c2ccccc2)nc1-c1ccco1	8	-9	-6	2	-17	8	15	0	-6
CC(C)(C)NC(=O)C(c1ccncc1)N(C(=O)Cn1nnc(-c2cccs2)n1)C1CCCCC1 (stereo unspecified)	1	-10	-1	1	-11	19	-15	4	-5
COc1cccc(OCCOc2ccccc2[N+](=O)[O-])c1	·	-2	-11	·	9	15	·	14	16
COc1ccc(NC(=O)CN(C)S(=O)(=O)c2ccccc2)cc1	-1[fluorescence artefact?]	-4	-11	3	5	9	5	8	-10
CCC(Sc1nc2sc(C(=O)OC)c(C)c2c(=O)n1N)C(=O)N(CC)CC (stereo unspecified)	-6	-10	-4	6	4	2	6	6	-6
CCOC(=O)C1=C(C)N(CCO)C(=O)NC1c1cccc(O)c1 (stereo unspecified)	-6	0	0	0	2	20	3[fluorescence artefact?]	0	-2
CC(=NCC1CCNCC1)C1=C(O)CC(C)(C)CC1=O	-1	1	·	-2	-10	-2	2	·	5
COc1cccc(CN2CCN(C(=O)c3cccc4ccccc34)CC2)c1OC	4	-14	-15	4	-20	48	11	15	-13
O=C(CC1N=C2c3ccccc3N=C(SCc3ccccc3Cl)N2C1=O)NCc1ccco1 (stereo unspecified)	27	-5	9	2	-4	5	10	-10	-17
CCOC(=O)c1cccc(NC(=O)/C(=C\c2ccccc2)NC(=O)c2ccccc2Cl)c1	·	-41	-14	·	-54	18	·	12	-20
CCCCn1nc(C(=O)N2CCc3ccccc32)c2ccccc2c1=O	0	·	8	-3	2	·	-2	-10	·
O=c1oc(-c2ccccc2F)nc2c1cnn2-c1ccccc1	17	-4	-3	1	10	10	0	1	6
CCOC(=O)N1CCN(C(=O)c2cnn3c(C)c(Cc4ccc(C)cc4)c(C)nc23)CC1	4[fluorescence artefact?]	-22	-2	7	3	9	4	1	10
CCCNC(=O)CSc1nc(-c2cccs2)cc(C(F)(F)F)n1	-6	-12	16	0	0	12	9	-14	10
CCn1c(O)c2ccc(C(=O)N=NC(=O)c3cccnc3)cc2c1O	·	-21	-10	·	1	-5	·	8	3
Cc1ccc(Oc2ccc3c(c2)C(=O)N(c2cccc4cccnc24)C3=O)cc1	·	17	9	·	-64	12	·	-10	4
Oc1ccc(Br)cc1CN1CCCCCCC1	-1	-43	-19	-4	-76	14	-5	21	-22
COc1ccc2c(CCNC(=O)c3ccco3)c[nH]c2c1	1	-1	-2	0	-61	-14	5[fluorescence artefact?]	1	0
COc1cccc(-c2nnc(N(C)C(=O)c3ccno3)s2)c1	0	-4	·	10	-6	-2	14	·	-12
O=C(CCCCCn1c(=O)[nH]c2ccsc2c1=O)NCc1ccc(F)cc1	-1	-10	20	0	4	·	13	-22	15
Cc1cc(C(C)(C)C)c(O)c(C)c1CC1=NCCN1	·	-25	·	·	-24	20	·	·	-22
COc1ccc(S(=O)(=O)N(C)CC(=O)Nc2ccccc2C(F)(F)F)cc1OC	-4	·	-20	1	16	-26	-3	18	2
CCOP(=O)(c1c(F)c(F)c(F)c(F)c1F)C1(O)CCCCC1 (stereo unspecified)	-2[fluorescence artefact?]	-6	3	3	-21	5	6	-2	21
CC(C(=O)Nc1ccc(S(=O)(=O)N2CCCC2)cc1)N1CCN(C(=O)c2ccco2)CC1 (stereo unspecified)	·	0	8	·	2	-1	·	-10	11
CCN1CCN(CCNC(=O)c2cn(C(C)c3ccccc3F)nn2)CC1 (stereo unspecified)	12	0	4	2	-26	-3	1	-2	-3

An excerpt from above in order of length of the SMILES, lowest first:
SMILES	ERb SRC1 inh	HUVEC tox TNFa	sEH inh	Calb biofilm kill	IL1B cytotox	F-actin modifier	Smad3 inh	sEH act	VCAM1 TNFa inh
Cc1cc(C(C)(C)C)c(O)c(C)c1CC1=NCCN1	·	-25	·	·	-24	20	·	·	-22
CCOC(=O)C1=C(C)N(CCO)C(=O)NC1c1cccc(O)c1 (stereo unspecified)	-6	0	0	0	2	20	3[fluorescence artefact?]	0	-2
Cc1ccc(Oc2ccc3c(c2)C(=O)N(c2cccc4cccnc24)C3=O)cc1	·	17	9	·	-64	12	·	-10	4
CCOC(=O)c1cccc(NC(=O)/C(=C\c2ccccc2)NC(=O)c2ccccc2Cl)c1	·	-41	-14	·	-54	18	·	12	-20
CCOC(=O)N1CCN(C(=O)c2cnn3c(C)c(Cc4ccc(C)cc4)c(C)nc23)CC1	4[fluorescence artefact?]	-22	-2	7	3	9	4	1	10

More entries.
SMILES	ERb SRC1 inh	HUVEC tox TNFa	sEH inh	Calb biofilm kill	IL1B cytotox	F-actin modifier	Smad3 inh	sEH act	VCAM1 TNFa inh
O=C(c1ccc(Cl)c(S(=O)(=O)N2CCCCCC2)c1)N1CCN(c2ccccn2)CC1	·	-4	22	·	0	10	·	-21	5
COc1ccc(-c2csc(Cc3nnc4n3CCCCC4)n2)cc1	4[fluorescence artefact?]	30	6	1	-38	10	5	-8	8
Cc1cn(C(=O)c2ccccc2)c(=S)n1-c1ccc(Br)cc1	2	5	2	1	10	1	5	2	-22
Cc1ccc(-c2noc(CN(C(=O)CCCN3C(=O)c4ccccc4C3=O)C(C)C)n2)cc1	·	18	1	·	-46	-4	·	-2	1
CCOC(=O)c1cccc(C(=O)Oc2ccccc2)n1	-3	-10	7	6	8	-10	1	-6	10
CN(C)c1ccc(C2N(c3ccc(Cl)cc3)C(=O)C3CCCN32)cc1 (stereo unspecified)	-11	-2	6	2	15	3	5	-8	3
O=C(CN1CCN(CC(=O)c2ccc(F)cc2)CC1)Nc1ccccc1Cl	0	-6	5	3	12	28	-10	-5	2
O=C(Oc1ccc(C(=S)N2CCOCC2)cc1Br)c1cc(Cl)ccc1Cl	·	-19	-9	·	-11	10	·	10	12
O=S1(=O)C=C(SCc2ccc(Cl)c(Cl)c2)Nc2ccccc21	·	2	-2	·	-16	-16	·	0	-2
Cn1c(=O)c2c(SCc3ccccn3)nc(CC(C)(C)C)nc2n(C)c1=O	-2	-17	·	2	16	16	4	·	3
COC(=O)c1ccc(N2C(=O)CC(N(C)Cc3ccccc3)C2=O)cc1 (stereo unspecified)	3	-25	·	3	-36	-5	1	·	15
COc1ccc(CCNC(=O)C2CCN(S(=O)(=O)N3CC(C)CC(C)C3)CC2)cc1OC (stereo unspecified)	-2	-3	15	·	36	-39	3	-16	1
COc1cc2c(cc1NC(=O)C(c1ccccc1)c1ccccc1)CCCC2	0	-6	-5	5	-5	-14	15	6	9
COc1ccc(N(C(=O)c2ccco2)S(=O)(=O)c2cc(Cl)c(Cl)cc2Cl)cc1	6	-7	6	4	-4	-2	-3	-3	26
CCC(=O)Nc1ccc(C(=O)CSc2nc3ccccc3cc2CC)cc1	·	-18	-9	·	-23	8	·	11	9
O=C(Nc1cccc(-c2csc(-c3ccccc3)n2)c1)c1cccs1	9	-28	0	5	-52	5	-5	-1	-18
Cc1noc(C)c1CSc1cc(C)c2ccccc2n1	13[fluorescence artefact?]	-13	5	-1	15	-15	-4	-4	4
COc1ccc(NC(=O)CSc2nc(O)cc(=O)n2C)cc1	-4	-12	10	2	·	5	17	-13	7
CCn1c(CNC(=O)c2ccccc2)nc2ccccc21	·	5	-8	·	2	7	·	4	-1
CCC(C)NC(=O)NC(=O)N(C1CCCCC1)S(C)(=O)=O (stereo unspecified)	2	13	-2	1	-8	3	-14	2	10
Cc1cc(NC(=O)CSc2nc3ccccc3n2CC(=O)N2CCCCC2)no1	-9	-26	10	5	-3	6	13	-5	-3
COc1ccc(-c2noc(CSc3nnc(Cc4ccccc4)n3-c3cccc(C)c3)n2)cc1OC	-1	-2	-9	5	-7	-24	4	6	0
CCC(CC)NC(=O)c1ccccc1Oc1ccccc1	-1	-59	3	10	-23	·	-7	-4	5
COc1ccc(-n2cnc3cc(NCc4cccs4)ccc32)cc1	2	-11	-8	0	5	3	-2	9	7
CC(CCc1ccco1)NC(=O)Nc1cccc(F)c1 (stereo unspecified)	10	0	70	6	11	-12	2	-70	-6
NC1=NC(c2ccc(Br)cc2)n2c(nc3ccccc32)N1 (stereo unspecified)	1	-20	6	9	8	15	16	-7	-6
c1ccc(-c2nn3c(Cn4cnc5ccccc54)nnc3s2)cc1	5	6	-1	5	6	3	1	4	6

A portion of the library; count on the stated rates, not on these rows.
